Bioassay records from PubChem.
GRK2 inh = human GRK2 inhibition via aptamer displacement | bead flow cytometry, FAM-aptamer displacement from GRK2 | inhibition of aptamer binding, % at 10 µM | 330,000 tested, 0.59% active | AID 488847;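 active = inhibition of aptamer binding above 40%, roughly 3 SD of noise, on plates passing a quality check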;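 also: median bead fluorescence of bound FAM aptamer so fluorescent compounds give negative values; no value below 0 was filed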
Bcl-xL primary = inhibitors of human Bcl-xL; inhibition, % at 10.9 µM; Q07817; AID 2129; GST-Bcl-xL / FITC-Bim BH3 peptide fluorescence polarization; 320,000 tested, 0.7% active;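 active = inhibition above the mean of all tested compounds plus 3 SD, cutoff set per campaign, cut at about 30% in these data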;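 also: 0% = DMSO wells and 100% = unlabeled Bim-BH3 peptide competitor; inhibitors lower millipolarization by displacing the labeled peptide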
Target sequence (Q07817 whole entry, looked up): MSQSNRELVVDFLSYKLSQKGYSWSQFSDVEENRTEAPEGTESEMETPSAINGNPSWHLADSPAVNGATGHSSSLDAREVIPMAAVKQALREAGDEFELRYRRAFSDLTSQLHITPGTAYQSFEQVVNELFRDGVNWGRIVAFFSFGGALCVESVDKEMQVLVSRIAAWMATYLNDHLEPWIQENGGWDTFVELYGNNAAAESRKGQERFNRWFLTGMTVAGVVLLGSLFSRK
Fam108B inh = blocks mouse Fam108B hydrolase in RBBP9 counter-screen. AID 1947. inhibition, % at 9.51 µM. 300,000 tested, 0.33% active. recombinant Fam108B, FP-Rh probe fluorescence polarization;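 active = inhibition above the screen mean inhibition plus 3 SD, computed separately per campaign, cut at about 18% in these data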;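 also: inhibitors lower polarization as less probe binds the enzyme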
VLA-4 inh = inhibition in a human VLA-4 binding assay | P13612 | VLA-4 expressing cells, ligand binding flow cytometry | inhibition, % (about 7 µM as worked out from the volumes in the protocol) | 330,000 tested, 0.2% active; in the data active = inhibition above about 50%
GLD-1 TGE inh = GLD-1-TGE RNA interaction inhibition (C. elegans); Q17339; purified GLD-1 + fluorescein TGE RNA, fluorescence polarization; inhibition, % at 5.96 µM; 320,000 tested, 0.44% active;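 active = percent inhibition above a per-plate cutoff, the plate mean of test compounds plus 3 SD, cut at about 30% in these data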;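 also: 0% = DMSO wells with GLD-1 and probe and 100% = wells lacking GLD-1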
Target sequence (Q17339 whole entry, looked up): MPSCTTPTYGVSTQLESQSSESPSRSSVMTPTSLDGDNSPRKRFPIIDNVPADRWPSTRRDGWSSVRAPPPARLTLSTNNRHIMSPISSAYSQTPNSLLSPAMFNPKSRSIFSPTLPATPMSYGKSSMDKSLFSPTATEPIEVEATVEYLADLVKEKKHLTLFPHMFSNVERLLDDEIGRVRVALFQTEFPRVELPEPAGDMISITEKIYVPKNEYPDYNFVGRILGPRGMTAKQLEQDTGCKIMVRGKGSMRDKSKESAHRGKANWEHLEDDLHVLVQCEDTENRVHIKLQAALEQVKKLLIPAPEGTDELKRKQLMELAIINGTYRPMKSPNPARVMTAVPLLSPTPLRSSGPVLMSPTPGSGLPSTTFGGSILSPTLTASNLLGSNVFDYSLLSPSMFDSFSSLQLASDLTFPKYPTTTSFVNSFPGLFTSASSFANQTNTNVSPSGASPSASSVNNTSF
MEX-5 binding = C. elegans MEX-5 TCR-2 RNA binding activity | Q9XUB2 | MEX-5/FITC-TCR2 RNA binding, fluorescence polarization; stronger effect = lower value | activity score (negative = inhibition of binding), % at 10 µM | 300,000 tested, 0.38% active | AID 1832;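 active = inhibition past about -25% in most replicates, and total fluorescence under double the plate's negative control median, limit read from the data; inconclusive = replicates evenly split on the limit, or fluorescence at least double controls; inactive = too little inhibition in most replicates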;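 also: 0% = DMSO and -100% = 5 µM competing unlabeled TCR2 RNA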
CIT2 TOR yeast = yeast TOR pathway CIT2-GFP modulation. S. cerevisiae CIT2-GFP strain, flow cytometry, 3 h; 100 means same as DMSO wells. GFP response vs DMSO, % at 10 µM. 320,000 tested, 0.065% active;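 active = GFP response relative to DMSO above a set limit, near the screen mean plus 3 SD, cut at about 150% in these data; inconclusive = Fewer than 70 cells measured for a yeast strain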;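 also: ratio of well median GFP fluorescence to mean of DMSO wells on the plate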
AGP1-GFP MLPCN = yeast TOR pathway AGP1-GFP modulation | S. cerevisiae AGP1-GFP multiplex flow cytometry, 3 h; GFP as percent of DMSO wells | 320,000 tested, 0.02% active | AID 2066 | GFP response vs DMSO, % at 10 µM;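 active = GFP response relative to DMSO above a set limit, near screen average plus 3 SD, cut at about 150% in these data; inconclusive = fewer than 70 cells counted for the yeast strain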;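 also: median GFP channel fluorescence of the gated AGP1 strain per well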
MCL1-BIM inh = MCL1-BIM-BH3 interaction inhibition (human); inhibition, % at 10.9 µM; Q07820; 320,000 tested, 0.68% active; AID 2057; GST-MCL1 / FITC-Bim-BH3 fluorescence polarization;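 active = inhibition above the mean inhibition of all tested compounds plus 3 SD, set per campaign, cut at about 40% in these data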;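 also: 0% = DMSO wells and 100% = unlabeled Bim-BH3 peptide control; higher means more loss of mP so more displacement of Bim peptide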
Target sequence (Q07820 whole entry, looked up): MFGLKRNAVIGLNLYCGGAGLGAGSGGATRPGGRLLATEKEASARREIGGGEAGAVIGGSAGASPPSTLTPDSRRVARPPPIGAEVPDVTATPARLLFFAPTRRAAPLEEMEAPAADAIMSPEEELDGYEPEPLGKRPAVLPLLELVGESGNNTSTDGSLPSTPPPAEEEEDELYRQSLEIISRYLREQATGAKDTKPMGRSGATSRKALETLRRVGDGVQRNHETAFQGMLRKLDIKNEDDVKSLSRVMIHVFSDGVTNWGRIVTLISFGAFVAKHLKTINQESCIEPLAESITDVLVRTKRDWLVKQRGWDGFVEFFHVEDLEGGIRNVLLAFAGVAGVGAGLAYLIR
Numbers without * were called inactive; i = inactive; u = inconclusive; x = not tested or not shown; + = active, no number. Rows were taken by chance, and some 2.2% of all compounds hit somewhere here.

Structure,GRK2 inh,Bcl-xL primary,Fam108B inh,VLA-4 inh,GLD-1 TGE inh,MEX-5 binding,CIT2 TOR yeast,AGP1-GFP MLPCN,MCL1-BIM inh
COc1ccc(Nc2ccccc2)c(C)c1,5,8,0,-3,-1,-1.2,97,101,7
O=C(NCCN1CCCCC1)c1cc(Cl)ccc1Cl,0,0,-3,3,-3,3.2,98,110,-7
C#CCNc1c(C)c(C)nc2ncnn12,0,2,-4,4,3,0.5,94,103,6
Cc1sc2ncnc(SCC(=O)N3CCCC(C(N)=O)C3)c2c1C (centres undefined),2,2,3,7,4,-0.2,84,91,2
COc1ccc(NC(=O)CN(C)C(=O)c2ccc(COc3ccccc3)cc2)cc1,0,0,x,4,0,x,100,107,4
CC1CCN(S(=O)(=O)c2ccc(NC(=S)NC(=O)c3ccc(Cl)cc3)cc2)CC1,0,2,3,28,-1,-0.9,95,105,1
COc1cccc(NC(=O)C(=O)N/N=C/c2cc(C)n(-c3ccc(Cl)c(Cl)c3)c2C)c1,2,-1,-15,-6,-3,0.2,92,101,4
O=C(CSc1nc2ccccc2c(=O)n1NC(=O)c1ccccc1)c1ccccc1,3,6,-5,19,6,0.6,94,98,6
CCC(=O)N1c2ccc(S(=O)(=O)N(CCO)Cc3ccccc3)cc2CC1C (centres undefined),2,3,1,9,-2,3.0,88,94,1
O=C(Nc1ccc2c(c1)C(=O)NC2=O)c1cc(Cl)ccc1Cl,0,6,-1,12,-1,-4.2,94,101,2
Cc1csc(NC(=O)Cc2ccc(Br)cc2)n1,1,7,2,8,8,2.3,96,91,2
CCCOc1ccc(-c2nc[nH]c2[N+](=O)[O-])cc1,0,-21,-3,-111,1,-0.3,93,95,-37
O=C(O)/C=C/C(=O)NCc1cn(-c2ccccc2)nc1-c1cccc(Br)c1,0,1,1,8,0,1.1,111,105,-8
Cc1cc(C(=O)Cn2cnc3cc(F)ccc3c2=O)c(C)n1C1CC1,0,x,x,-5,4,x,97,105,x
CC(C)=CC(=O)OCC(=O)Nc1ncc(Cl)c(C)c1Cl,6,18,-1,-1,11,-3.9,98,101,23
COc1ccc(C(c2sc3nc(C)nn3c2O)N2CC(C)OC(C)C2)cc1OC (centres undefined),0,8,3,-9,9,-4.9,103,102,8
CC(C)CC(NC(=O)C(NC(=O)C(Cc1ccc(OCc2ccccc2)cc1)NC(=O)OC(C)(C)C)C(C)C)C(N)=O (centres undefined),1,1,5,1,8,x,95,99,7
CC(C)Nc1nc(NC(C)(C)C)nc(Oc2ccc(=O)n(C)n2)n1,2,9,2,-5,5,0.5,91,103,13
COc1ccccc1NC(=O)C(C)OC(=O)C1COc2ccccc2O1 (centres undefined),0,4,x,17,4,x,101,97,4
COc1cc(-c2cc(-c3nnco3)c3ccccc3n2)cc(OC)c1OC,1,1,1,-5,-2,-5.2,96,98,0
CCOc1cccc2sc(N(CCN(C)C)C(=O)CCS(=O)(=O)c3ccccc3)nc12,7,-1,-2,5,5,1.6,92,88,7
CCOc1cccc(C(=O)N/N=C/c2ccoc2)c1,4,x,x,7,x,x,101,91,x
CC(C)(C)NC(=O)c1nn2c(C(F)(F)F)cc(-c3ccccc3)nc2c1Br,1,3,0,3,4,2.2,97,93,3
CSc1ncc(CN2CCc3c([nH]c4ccccc34)C2c2cccc(O)c2)cn1 (centres undefined),0,14,0,11,18,3.4,91,91,27
Cc1ccc(Oc2coc3cc(OC(=O)c4cccs4)ccc3c2=O)cc1,2,2,-5,4,7,1.7,95,94,2
C=CCNC(=O)c1cc2nc(C3CC3)cc(C(F)F)n2n1,0,2,4,-1,0,0.2,104,95,1
O=C(Nc1nc2c(s1)CCCC2)c1cc(-c2ccncc2)nc2ccccc12,3,-1,4,9,2,-1.7,97,92,-12
CCCCNc1c2c3c(cccc3n(C)c1=O)C(=O)c1ccccc1-2,0,198*,45*,-473,+,u,100,102,+
CCOc1cc(C(=O)CCC(=O)OCC(=O)N2c3ccccc3NC(=O)C2(C)C)ccc1O,2,7,2,14,6,-0.5,76,86,2
Cc1ccccc1NCC(=O)N/N=C\C=C\c1cccc([N+](=O)[O-])c1,3,1,1,2,-11,0.0,96,95,-1
COc1cccc(C(=O)CN2C(=O)C(C)(C)Oc3ccc(C(=O)N4CCCCCC4)cc32)c1,0,4,-3,3,4,-1.2,99,99,9
COc1ccc(/C=C2\SC(=S)N(CCCC(=O)N3CCCCC3CCO)C2=O)cc1 (centres undefined),0,6,-6,4,-4,-2.5,94,85,7
O=C(Cc1ccccc1)NC(NCCc1ccccc1)C(Cl)(Cl)Cl (centres undefined),2,1,-3,-1,-1,-1.4,86,86,5
Clc1ccccc1OCc1nc(-c2ccccn2)no1,1,5,0,-4,-3,-1.4,100,102,-1
CC(=O)Nc1sc(C)c(C)c1C(=O)OCC(=O)N(C)c1c(N)n(Cc2ccccc2)c(=O)[nH]c1=O,0,6,4,-2,-4,0.1,91,94,2
CCOc1ccccc1Nc1nc(-c2sc(C)nc2C)cs1,1,4,5,3,-8,-0.9,97,102,-4
COc1cc(OC)c(C(=O)/C=C/c2ccccc2)c(O)c1O,0,6,3,-4,0,4.3,102,92,7
COCCOC(=O)c1ccc(NC(=O)COc2ccc([N+](=O)[O-])cc2)cc1,2,-4,-4,3,8,0.8,96,89,1
Cn1c2ccccc2c2n[nH]c(=S)nc21,0,8,-4,0,-2,-0.6,97,98,1
COC(=O)c1ccc2c(=O)n(CCN3CCOCC3)c(SCC(=O)c3ccccc3)nc2c1,2,-1,1,1,-1,-0.4,99,106,0
CN(C)S(=O)(=O)c1ccc(C(=O)OCC(=O)c2csc(N3CCCCC3)n2)cc1,0,3,x,13,1,x,93,97,7
C=CCN1C(=O)C(CCCC)NC1=S (centres undefined),3,-2,0,-7,-2,0.7,95,100,6
CC(C)c1nnc(NC(=O)C2CCCCC2)s1,0,2,2,-5,2,-2.8,96,94,6
Cc1nnc2c(SC(C)C)nc3ccccc3n12,3,5,3,5,-1,1.4,90,84,10
CN(C)c1ccc(C(=O)NC2CCCc3ccccc32)cc1 (centres undefined),0,-1,2,5,10,-3.2,84,87,-4
CC1(C)CC(=O)N(CC(=O)N2CCN(c3ncccn3)CC2)c2ccccc2S1(=O)=O,3,0,-1,-16,-2,x,100,100,0
COc1ccccc1N(C)S(=O)(=O)c1ccc(C(=O)OCC(=O)Nc2ccccc2F)cc1,1,-4,-3,5,-1,-2.6,111,112,-8
CC(C(=O)NN=C(c1ccccc1)c1ccccc1)N1CCCC1 (centres undefined),0,2,5,10,1,-1.3,107,98,2
c1ccc(Cc2nnc3n2N=C(c2ccccc2)CS3)cc1,2,-1,-3,17,1,0.1,100,93,-6
CCOC(=O)N1CCC(NC(=O)c2cccc3c2C(=O)N(Cc2cccnc2)C3)CC1,2,3,-2,-2,-2,-0.5,90,96,-3

Additional entries follow.
Structure,GRK2 inh,Bcl-xL primary,Fam108B inh,VLA-4 inh,GLD-1 TGE inh,MEX-5 binding,CIT2 TOR yeast,AGP1-GFP MLPCN,MCL1-BIM inh
COc1ccccc1C(=O)NCCC(=O)N(C)CC(=O)Nc1c(Cl)cccc1Cl,3,0,-1,3,-7,-0.6,88,98,-3
COC(=O)c1ccc(Nc2nc(C)nc3c2nnn3Cc2ccccc2)cc1,0,2,-1,18,1,-2.5,116,111,4
CSCCC(NC(=O)c1ccc(Br)cc1)C(=O)O (centres undefined),0,1,5,6,3,-0.8,86,89,-1
O=[N+]([O-])c1cccc(/C=N/Nc2nc(NCc3ccccc3)nc(N3CCOCC3)n2)c1,0,-3,-4,-6,-7,-0.4,x,x,-1
Cc1cc(Br)ccc1NC(=O)C1CCN(C(=O)c2ccco2)CC1,1,6,2,-27,3,-3.2,106,102,7
Cc1cccc(C)c1OCc1nnc(SCC(=O)NCc2ccccc2)o1,0,-2,-3,1,-1,-1.3,101,102,-2
N#CCSc1nnc(COc2ccccc2)n1-c1ccccc1,1,4,-1,21,6,x,101,x,4
Cc1cccc(NC(=O)COC(=O)c2n[nH]c3ccccc23)c1C,1,-1,x,4,0,x,94,92,-9
Nc1cccc(C#Cc2ccc3c(c2)C(=O)/C(=C/c2ccsc2)O3)c1,0,x,x,15,9,x,84,95,x
CC(SCC(=O)Nc1ccc(F)cc1)c1nc2ccccc2c(=O)[nH]1 (centres undefined),0,3,-2,6,-2,-1.9,109,105,8
COc1ccc(CCNS(=O)(=O)c2csc(C(N)=O)c2)cc1OC,0,4,1,i,0,2.0,96,85,8
Clc1cccc(Cl)c1Cn1nnc(-c2cccs2)n1,0,6,2,12,3,0.0,106,98,3
O=c1[nH]c(=O)n(Cc2ccccc2)c2c1C(C(F)(F)F)(C(F)(F)F)N=C(c1ccco1)N2,3,5,-1,3,-2,1.0,108,107,0
CN(C)c1nc2n(c(=O)n1)CCS2,1,-1,2,-11,4,1.5,96,108,8
Cc1ccccc1OCc1nnc(SCC(=O)Nc2ccc(N3CCOCC3)c(Cl)c2)n1C,0,-4,-4,-1,0,0.8,x,101,-5
O=S(=O)(c1ccc2c(c1)OCCO2)N1CCN(c2nc(-c3cccnc3)nc3ccccc23)CC1,1,-3,0,-11,0,-0.9,96,97,-2
Cn1c(SCC(=O)Nc2ccc(Br)cn2)nnc1C1CC1,1,11,0,4,4,-0.8,105,103,22
CC1CCN(C(=O)c2[nH]cnc2C(=O)NCc2ccc(CNC(=O)OC(C)(C)C)cc2)CC1,0,7,x,-7,-4,x,103,99,3
c1ccc(-n2c(SCc3ccncc3)nnc2-c2ccco2)cc1,1,6,1,15,8,0.3,102,105,-4
O=S(=O)(NCc1ccccc1F)NCc1ccccc1F,1,3,1,-2,5,0.9,103,104,8
CNc1nc(-c2ccc3c(c2)CCN3C(=O)c2ccccc2F)c(C)s1,0,-14,-2,3,2,0.6,103,110,-12
O=C(c1ccccc1)N1CCN(CCc2ccccc2)CC1,0,6,1,2,-9,-2.4,107,105,10
Cc1nn(C)cc1CNC(=O)Nc1cccc(Cl)c1,8,1,-4,5,5,1.3,97,95,0
Clc1ccc(-c2csc(N/N=C/c3cccnc3)n2)c(Cl)c1,3,2,8,6,0,0.4,91,88,2
Cc1ccc2oc3nc(C)c(C(=O)Nc4cccc(C(F)(F)F)c4)cc3c(=O)c2c1,2,3,4,-7,4,0.3,101,99,-1
COc1ccc(-c2nc3nc(C)cc(=O)n3[nH]2)cc1,2,7,1,-1,5,0.4,107,106,3
CC(=O)Nc1cccc(C(=O)OCC(=O)NC(C)c2ccc(F)cc2)c1 (centres undefined),0,-3,4,1,7,0.1,94,98,-1
CCCC(=NCc1ccccc1)C1=C(O)C(C(=O)OC)C(C)(C)CC1=O (centres undefined),0,10,0,-21,-2,0.4,108,101,5
O=C(NCCCCc1ccccc1)c1ccc(Br)cc1,0,5,-4,11,-5,-2.0,92,111,1
COc1ccccc1CNC(=O)Cc1ccccc1,0,1,-2,2,3,0.6,102,104,9
